# Screening results deposited in PubChem by several laboratories.
# NSD2 HMT inh: NSD2 (human) methyltransferase inhibition | inhibition, % at 12.5 µM | AID 743445 | 310,000 compounds, 0.54% hits | O96028 | NSD2 peptide methylation, AlphaScreen, 120 min; in the data active = inhibition above about 50%
# Mot1-301 SUMO: SUMOylation pathway inhibition by Mot1-301 growth rescue; 320,000 compounds, 1% hits; growth rescue, % at 18.8 µM; S. cerevisiae Mot1-301 growth rescue, ATP luminescence, 38.5C; percent above DMSO median, 100 means doubled;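 active = every valid replicate shows activation above 250% relative to neutral control wells; inactive = the rest, any valid replicate at or below 250%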;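 note: OY570 slx delta 5 strain wells were the positive control but not used for scaling; some compounds called inactive have numbers as strong as hits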
# SR-BI uptake up: SR-BI HDL lipid transfer activation; CHO ldlA[mSR-BI] cells, DiI-HDL uptake fluorescence, 3 h; 100 = double the neutral-control signal; activation, % at 12.5 µM; 320,000 compounds, 0.096% hits; AID 504775;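 active = mean replicate activation of at least 60% and every replicate at or above 60%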;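 note: 0% = median plate neutral-control signal and 100% = twice that signal; values of inactives mirror those of a sister screen read the other way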
#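 Material – SR-BI-overexpressing, LDLR-lacking CHO cells · Medium – BSA-supplemented, HEPES-buffered Ham's F12, pH 7.4 · Doses – single concentration · Times – compound with DiI-HDL co-incubation, 3 h at 37 °C · Measured by – bottom-read fluorescence, 550/595 nm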
# Arr AP2 block: human beta-arrestin and AP2 interaction inhibition; AID 504490; 340,000 compounds, 0.31% hits; FITC-arrestin peptide / GST-AP2 beads, flow cytometry; AP2 beta2 appendage carries R879A mutation; inhibition, % at 10 µM;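 active = inhibition above a set limit, near 3 SD of compounds lacking own fluorescence, cut at about 54% in these data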;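 note: plate controls were DMSO wells for no effect and 5 µM unlabelled arrestin peptide for full effect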
#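 Material – AP2 appendage R879A on GSH beads · Buffer or medium – PBS with 0.05% Tween 20 and 0.1% BSA · Probe or stimulus – fluorescein-tagged arrestin peptide at 50 nM final · Incubation – compound with beads 12 min RT, then probe 1 h RT · Detection – high-throughput flow cytometry of beads, ex 488, em 535 nm · Evaluation – percent response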
# MITF act: increases MITF-driven TRPM1 promoter luciferase signal | SK-MEL-5 TRPM1-promoter luciferase, 24 h; % of positive control, neutral wells = 0 | activation, % at 12.5 µM | 300,000 compounds, 0.75% hits;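 active = mean activation of at least 80% with every replicate also reaching 80%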;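 note: 0% = neutral control wells and 100% = parthenolide positive control wells; values of inactives mirror those of a sister screen read the other way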
# SR-BI HDL uptake: inhibitors of mouse SR-BI mediated HDL lipid uptake. Q61009. ldlA[mSR-BI] CHO cells, DiI-HDL uptake fluorescence, 3 h. inhibition, % at 12.5 µM. 320,000 compounds, 0.96% hits. AID 488896;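 active = mean replicate inhibition of at least 70% and a set share of replicates each scoring 70 or more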;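 note: 0% = median of neutral control wells and 100% = median of positive control wells; values of inactives mirror those of a sister screen read the other way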
# Target sequence (Q61009 whole entry, looked up): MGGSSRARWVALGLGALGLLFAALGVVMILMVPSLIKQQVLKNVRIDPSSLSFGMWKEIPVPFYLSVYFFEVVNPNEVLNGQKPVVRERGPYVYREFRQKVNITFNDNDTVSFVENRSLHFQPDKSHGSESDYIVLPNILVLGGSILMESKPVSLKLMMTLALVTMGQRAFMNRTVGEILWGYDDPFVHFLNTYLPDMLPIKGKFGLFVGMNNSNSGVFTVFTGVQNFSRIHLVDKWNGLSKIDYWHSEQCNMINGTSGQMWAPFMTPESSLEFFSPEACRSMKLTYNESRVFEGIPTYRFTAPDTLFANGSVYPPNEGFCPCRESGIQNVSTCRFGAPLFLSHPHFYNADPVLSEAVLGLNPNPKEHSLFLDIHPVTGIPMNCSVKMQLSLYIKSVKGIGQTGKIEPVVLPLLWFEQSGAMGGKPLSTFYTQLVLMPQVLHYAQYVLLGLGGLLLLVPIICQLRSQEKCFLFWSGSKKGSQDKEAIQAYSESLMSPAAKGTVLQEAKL
# PKA-R2B act: activators of human PKA-R2B complex; P22694+P31323; PKA-R2B holoenzyme dissociation, Cy5-IP20 fluorescence polarization; R2B truncated from residue 108, S112A mutant; 0% DMSO only, 100% 113 µM cGMP; activation, % at 11.4 µM; 340,000 compounds, 0.079% hits; AID 504700;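 active = activation above a cutoff set at the mean over all compounds plus 3 SD, cut at about 18% in these data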;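 note: higher means more holoenzyme dissociation and a rise in polarization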
# Target sequence (P31323 whole entry, looked up, other chains not shown, the tested form may be a part): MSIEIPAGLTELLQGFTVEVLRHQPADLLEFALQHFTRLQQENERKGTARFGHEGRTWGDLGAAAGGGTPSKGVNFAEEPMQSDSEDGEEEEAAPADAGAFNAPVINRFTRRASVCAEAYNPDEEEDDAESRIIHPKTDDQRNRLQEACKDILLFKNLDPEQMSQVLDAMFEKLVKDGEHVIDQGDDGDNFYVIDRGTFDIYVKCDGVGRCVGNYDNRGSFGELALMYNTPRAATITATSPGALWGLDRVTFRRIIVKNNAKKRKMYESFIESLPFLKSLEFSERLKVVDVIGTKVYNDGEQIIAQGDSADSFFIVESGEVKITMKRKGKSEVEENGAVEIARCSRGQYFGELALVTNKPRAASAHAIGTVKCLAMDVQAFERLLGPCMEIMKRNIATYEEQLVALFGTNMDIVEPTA
# PKA-R1A activ: activators of PKA-R1A complex; AID 504707; 340,000 compounds, 0.083% hits; P00514+P68181; activation, % at 11.4 µM; PKA-R1A dissociation, Cy5-IP20 fluorescence polarization; scaled: DMSO 0%, 113 µM cGMP 100%;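 active = percent activation above the mean of all tested compounds plus 3 SD, cut at about 19% in these data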;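 note: higher means more PKAc released from R1A so a rise in polarization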
# Pemphigus Ab inh: human desmoglein-3 autoantibody binding inhibition; DSG3-coupled beads, scFv-anti-DSG3-GFP binding, flow cytometry; stronger effect = lower value; binding (percent of control), % at 10 µM; P32926; 310,000 compounds, 0.48% hits;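 active = binding more than 3 SD below its plate's average and above zero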;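 note: hits lower antibody fragment binding to DSG3; some compounds called inactive have numbers as strong as hits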
# dFosB activator: mouse delta FosB homodimer activation | 340,000 compounds, 0.99% hits | activation, % at 25 µM | P13346 | purified delta FosB, TAMRA-CDK5 oligo fluorescence polarization; percent of positive-control signal above neutral wells;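 active = mean activation above about 17%, with every replicate also reaching it, limit read from the data, passing the limit was not always enough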;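 note: fluorescence polarization rise as delta FosB binds a TAMRA Cdk5 AP-1 oligo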
# CDK5 inh: CDK5/p35 (human) kinase inhibition. Recombinant CDK5/p35, ADP-Glo luminescence, 60 min. Q00535+Q15078. inhibition, % at 10 µM. 330,000 compounds, 0.01% hits;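 active = highest replicate inhibition of at least 50% and at least 75% of replicates reaching 50%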;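 note: plate controls were DMSO neutral control for no effect and GW8510 at 10 µM for full effect; many of its hits are not listed in these tables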
# An asterisk follows results filed as active; x = not tested or not shown.
SMILES,NSD2 HMT inh,Mot1-301 SUMO,SR-BI uptake up,Arr AP2 block,MITF act,SR-BI HDL uptake,PKA-R2B act,PKA-R1A activ,Pemphigus Ab inh,dFosB activator,CDK5 inh
Cc1cccc(N(CC(O)CN2CCCC2)S(=O)(=O)c2ccccc2)c1 (centres undefined),9.6,128.6,5.3,2.2,7.7,-5.3,-7.6,-0.5,113.9,-14.5,0.8
COC(=O)c1ccc(C)c(NC(=O)CN(c2cc(OC)ccc2OC)S(C)(=O)=O)c1,3.8,-16.8,-8.9,4.0,6.9,8.9,0.3,1.3,102.8,1.3,-1.0
CCn1c(CC(=O)Nc2ccc(F)cc2)nnc1SCC(=O)N1CCOCC1,3.4,8.6,18.5,-6.1,4.3,-18.5,-0.7,8.5,110.2,-1.5,-0.3
COc1cccc(Nc2ncccc2C(=O)Nc2ccccc2)c1,1.0,141.0,-31.1,22.0,15.2,31.1,5.0,-7.8,100.0,-6.8,0.6
Cc1ccccc1NC(=O)C1=CC=CN2CCS(=O)(=O)N=C12,-0.7,x,12.8,5.4,x,-12.8,-8.7,-16.2,105.4,-3.3,3.7
O=[N+]([O-])c1cc(/C=N/n2c(-c3ccncc3)n[nH]c2=S)ccc1Cl,1.0,10.2,6.7,-9.7,-0.6,-6.7,0.7,-1.3,84.3,-6.0,-0.1
Cc1cccc(N2CCN(S(C)(=O)=O)CC2)c1C,-1.5,60.3,17.8,-6.5,-7.4,-17.8,-7.3,-3.5,100.0,-4.6,1.7
O=C(COC(=O)c1ccc2ccccc2n1)NC1CCCCC1,-2.7,x,23.5,-1.0,-4.4,-23.5,5.4,-6.0,x,-2.1,0.2
COc1ccc(C(=O)/C=C/Sc2nc3ccccc3o2)cc1,2.0,47.6,10.5,4.5,x,-10.5,0.2,-10.3,113.4,-0.2,0.5
Cc1ccc(NC(=O)CC2=NC(=O)C(CC(=O)Nc3ccccc3F)S2)cc1 (centres undefined),71.5*,-14.1,x,-12.0,17.7,x,1.0,-3.5,92.6,45.8*,-1.5
CC(C)NC(=O)c1ccc2c(c1)N(Cc1ccccc1)C(=O)C(C)(C)O2,-1.8,12.3,-0.7,-3.4,x,0.7,-1.5,-8.0,113.6,4.8,0.4
CCN(CC)c1ccc(NC(=O)c2cc3c(OC)cccc3[nH]2)cc1,6.9,1.2,-14.6,25.6,39.8,14.6,-3.8,-8.3,116.3,-4.2,0.4
O=C(c1cccc(N2C(=O)C3C4C=CC(C4)C3C2=O)c1)N1CCCCCC1 (centres undefined),-0.7,4.5,-7.6,10.1,4.2,7.6,7.1,0.7,103.7,-1.2,-0.4
COc1ccc(OCCNC(=S)Nc2cccc3ccccc23)cc1,12.0,9.8,-9.7,2.6,-2.0,9.7,-4.3,-7.3,101.4,-12.5,-2.4
CCOC(=O)c1cc2c(=O)n3ccccc3nc2n(CCOC)c1=NC(=O)C(C)(C)C,-5.6,-2.2,17.1,18.6,x,-17.1,-13.3,-9.4,99.5,-0.9,1.7
C#CC[N+](C)(C)CCN1C(=O)C2C(c3ccccc3)C=CC(c3ccccc3)C2C1=O (centres undefined),-0.1,-15.3,10.8,5.9,2.3,-10.8,0.0,0.7,98.8,-5.3,0.8
CN(c1ccccc1)C(c1ccc(F)cc1)c1nnnn1C1CCCC1 (centres undefined),12.7,x,-1.9,4.9,4.0,1.9,10.2,-4.5,108.6,-1.3,-2.1
Oc1ccc(-c2nc3ccccn3c2NCc2ccc3c(c2)OCO3)cc1,-0.3,14.0,-18.2,-0.5,16.7,18.2,2.1,-9.3,112.0,0.0,-0.2
Cc1ccc(C=Nc2ccccc2C#N)s1,-0.2,-13.7,1.2,6.6,5.6,-1.2,-4.2,-19.3,105.2,-4.1,-0.5
Nc1cc(C(=O)O)ccc1Nc1ccccc1,0.3,-4.7,-10.8,15.4,x,10.8,-10.4,-18.0,x,-4.9,0.3
CNC(=O)NC(=O)C(OC(=O)c1cccc(S(=O)(=O)N2CCCCC2)c1)c1ccccc1 (centres undefined),-3.3,-16.8,41.2,-2.5,-9.8,-41.2,-7.0,12.7,97.8,-20.2,-2.7
CN1CC(=O)N2C(c3ccc(Cl)cc3)c3[nH]c4ccccc4c3C[C@H]2C1=O (some centres undefined),1.3,-1.4,-49.8,-3.2,0.6,49.8,2.8,-1.8,103.4,-0.2,-1.0
COc1ccc(-c2oc(/N=C/N3CCOCC3)c(C#N)c2-c2ccc(OC)cc2)cc1,1.7,84.6,-72.2,-0.6,x,72.2*,-5.6,2.4,98.1,-4.6,0.4
CCNC(=S)Nc1cc(OCC)c(NC(=O)c2ccco2)cc1OCC,-0.6,-5.8,-22.8,-7.8,-5.5,22.8,-13.0,7.3,130.9,-6.9,-1.9
CCOC(=O)N1CCC(Nc2c(NCCCN(CC)CC)c(=O)c2=O)CC1,x,-19.0,-23.3,5.7,1.3,23.3,-5.9,8.2,103.5,-6.4,-2.1
O=C1[C@H](O)[C@@H](O)C(=O)N1Cc1ccccc1,-2.4,2.6,17.5,28.6,-7.2,-17.5,-2.8,-6.7,114.3,1.7,-0.1
CSC[C@H](NC(=O)COc1cc2c(c3oc(=O)cc(C)c13)CCC(C)(C)O2)C(=O)O,-0.5,-2.7,12.7,-17.0,0.2,-12.7,-5.7,-8.8,89.1,1.6,-1.9
COc1ccccc1-c1nnn(CC#N)n1,-1.2,-14.8,36.8,9.0,-1.8,-36.8,1.1,7.2,103.2,2.3,0.1
COC(C[C@H]1O[C@@H]1[C@@H](O)[C@H](C)OCc1ccccc1)OC,x,x,18.7,-8.7,9.3,-18.7,-1.0,-4.7,103.2,1.2,0.4
O=C(O)C1C2C=CC(CC2)C1C(=O)O (centres undefined),4.6,6.1,21.2,3.6,x,-21.2,-5.4,-9.0,x,-4.0,-3.9
C/C(=N\OCC(=O)NC12CC3CC(CC(C3)C1)C2)c1cc2ccccc2o1,-3.0,-6.8,0.5,-3.8,-0.8,-0.5,6.6,-10.2,95.5,-7.5,-0.9
COc1ccc(CNC(=O)CN2C(=O)CSc3ccc(S(=O)(=O)N4CCOCC4)cc32)c(OC)c1,-1.2,-5.1,3.4,-1.6,1.7,-3.4,5.1,0.2,105.5,-9.4,-1.2
O=C(NC12CC3CC(CC(C3)C1)C2)c1cc(F)c(F)cc1Cl,-1.0,-11.9,0.0,14.1,6.8,0.0,-1.4,-9.5,104.6,-8.4,0.5
COc1ccc(NC(=O)c2c(C)nn(-c3ccccc3)c2Cl)cc1,-1.2,-14.4,x,-14.0,14.8,x,-0.6,-3.2,98.3,-3.4,1.1
Cc1cc(C)c(S(=O)(=O)N2CCC3(CC2)OCCN3S(=O)(=O)c2cccs2)c(C)c1,-2.5,x,-16.3,-4.0,5.4,16.3,-11.7,-2.7,99.0,-8.0,0.0
CC(C)C[C@H]1CN=C(Nc2ccccc2)N1CCc1ccc(F)cc1,x,-2.0,11.2,9.5,-43.5,-11.2,12.4,-0.3,105.3,2.3,1.7
O=C(NC1CCCCC1)NC12CC3CC(CC(C3)C1)C2,-0.6,-11.4,19.5,-5.2,14.2,-19.5,-12.4,-7.9,104.8,-1.7,-1.8
O=C(NNC(=O)c1cccc(O)c1)Nc1ccc([N+](=O)[O-])cc1,1.4,8.5,18.0,-2.2,0.0,-18.0,9.2,9.2,100.5,7.0,-0.7
CC1CN(S(=O)(=O)c2cc(C(=O)NCc3ccncc3)ccc2Cl)CC(C)O1 (centres undefined),2.1,9.2,5.1,11.3,-7.7,-5.1,-1.7,8.2,x,-1.0,-1.6
OC(CNCc1ccc(Cl)cc1)COc1ccccc1 (centres undefined),-0.7,-11.1,8.6,41.9,-4.6,-8.6,-3.0,2.0,98.8,8.6,-0.5
C=CCn1c(SCc2nc3scc(-c4ccccc4)c3c(=O)[nH]2)nnc1-c1ccccc1F,1.2,210.2,17.2,-1.9,-1.1,-17.2,-12.6,-10.1,86.2,-6.6,1.0
CC(C)(Oc1ccc(C2CC2(Cl)Cl)cc1)C(=O)O (centres undefined),x,12.3,-3.1,3.4,-2.1,3.1,-2.8,-5.4,109.9,0.2,0.1
COC(=O)NCC(c1ccco1)N1CCN(c2ccc(OC)cc2)CC1 (centres undefined),x,7.1,x,-6.8,-3.5,x,-9.6,-7.4,98.1,-3.0,0.8
COCCN(C(=S)Nc1ccccc1OC)C1CCN(C(C)C)CC1,1.8,-2.5,18.0,39.5,11.3,-18.0,3.3,-4.0,x,-5.8,-1.6
COc1ccc(/C=N/NC(=O)CN(CCc2ccccc2)S(=O)(=O)c2ccc(NC(C)=O)cc2)cc1OC,0.0,-14.3,-29.2,5.5,-4.5,29.2,2.1,2.6,101.7,-15.4,1.2
O=C(NCCCN1CCOCC1)c1cccc(NC(=O)c2ccccc2)c1,32.3,-13.0,16.0,1.8,x,-16.0,-2.3,-0.1,124.0,4.0,-1.5
Nc1nc2ccccc2n1CCN1CCCC1,6.5,45.6,38.8,-4.4,2.3,-38.8,4.6,2.1,103.7,8.9,-0.6
COc1ccc(Nc2ccc(S(=O)(=O)N3CCCCC3)cc2[N+](=O)[O-])cc1OC,10.8,-2.4,-30.8,40.9,-5.9,30.8,0.5,-0.1,103.5,-12.2,0.5
O=C(COC(=O)c1ccco1)Nc1ccccc1,-2.8,x,0.4,1.5,9.9,-0.4,-0.5,-6.5,97.0,-3.4,0.1
O=C(CCNC(=O)c1ccc(Cl)cc1)Nc1ccc(F)cc1F,-1.0,34.4,2.2,29.9,3.8,-2.2,-6.7,4.7,86.3,2.8,0.7
Cc1ccc(-c2ccc(/C=C(\C#N)C(N)=S)o2)c([N+](=O)[O-])c1,5.8,x,-30.6,-0.8,-3.3,30.6,-0.1,-6.7,107.3,-2.6,-1.0
CN(C(=O)/C=C/c1ccco1)c1ccccc1C(=O)O,x,-37.3,8.2,-3.6,7.7,-8.2,-9.2,1.0,100.7,1.1,-0.4
CC(C)Oc1ccc(S(=O)(=O)N2CCOCC2)cc1NC(=O)C1COc2ccccc2O1 (centres undefined),-0.1,x,7.3,-5.5,x,-7.3,3.1,-1.4,104.7,-5.9,2.7

# An unsorted share of the library. About 4.7% of those tested had a hit in this group.
